Bioassay records as filed in PubChem.
M1 antag: antagonists of human M1 muscarinic receptor. P11229. CHO-K1 hM1, Fluo-8 calcium fluorescence, ACh EC80 antagonist. inhibition, % at 3 µM. 360,000 compounds, 1.3% hits. AID 588852;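 active means percent inhibition above its own plate's cutoff, namely the mean of that plate's compound wells plus 3 SD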;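 further: peak over basal fluorescence ratio during 140 s after agonist addition; 0% = ACh EC80 plus DMSO and 100% = DMSO alone without agonist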
Target sequence (P11229 whole entry, looked up): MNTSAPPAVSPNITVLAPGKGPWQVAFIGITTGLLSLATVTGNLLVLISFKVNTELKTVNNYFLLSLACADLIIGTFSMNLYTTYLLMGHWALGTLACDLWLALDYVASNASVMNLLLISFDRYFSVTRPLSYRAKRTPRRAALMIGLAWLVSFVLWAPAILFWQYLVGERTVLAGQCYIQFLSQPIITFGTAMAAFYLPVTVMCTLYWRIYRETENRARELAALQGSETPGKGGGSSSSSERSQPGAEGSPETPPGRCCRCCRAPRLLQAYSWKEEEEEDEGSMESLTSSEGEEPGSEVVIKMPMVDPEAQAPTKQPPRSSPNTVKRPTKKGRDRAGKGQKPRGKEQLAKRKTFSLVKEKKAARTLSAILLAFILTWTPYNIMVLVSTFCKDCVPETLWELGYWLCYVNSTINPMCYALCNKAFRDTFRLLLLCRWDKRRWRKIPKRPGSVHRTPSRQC
CHRM1 agonist: agonists of human M1 muscarinic receptor. activation, % at 3 µM. P11229. AID 588814. CHO-K1 hM1, Fluo-8 calcium fluorescence, agonist mode; 0% DMSO, 100% acetylcholine EC100. 360,000 compounds, 0.33% hits;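 active means activation above the run's mean compound activation plus 3 SD, cut at about 16% in these data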;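 further: peak over basal fluorescence ratio within a 140 s kinetic read after compound addition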
M1 ag parental: counter-screen for M1 agonists: effect in parental CHO-K1 cells. activation, % at 3 µM. 360,000 compounds, 0.48% hits. Fluo-8 calcium fluorescence; scaled to maximal ATP response, vehicle zero. AID 602248; in the data active means activation above about 15%;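 further: untransfected CHO-K1 host cells lacking M1 receptor as counterscreen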
CHO parental Ca: counter-screen for OX1R antagonists: effect in parental CHO cells; parental CHO-K1, ATP-induced calcium, Fluo-8 fluorescence; inhibition, % at 5.6 µM; 330,000 compounds, 0.63% hits; AID 463079;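 active means inhibition above that plate's mean sample inhibition plus 3 SD, cut at about 26% in these data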;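 further: 0% = ATP-challenged DMSO wells and 100% = DMSO wells without ATP; some compounds past the cut are filed as inactive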
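Assay system – parental CHO cells · Reagent – ATP stimulus · Detection – intracellular calcium via Fluo-8 no-wash fluorescent dye · Evaluation – percent inhibition of ATP-evoked calcium rise, normalized to controls · Controls – ATP wells versus no-ATP DMSO wells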
CHRM4 agonist: agonists of human muscarinic M4 receptor (CHRM4); P08173; 360,000 compounds, 0.14% hits; activation, % at 3 µM; AID 624127; CHO-K1 hM4/Gqi5, Fluo-8 calcium fluorescence; vehicle 0%, full acetylcholine response 100%;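 active means activation above the run mean over all test wells plus 3 SD, cut at about 32% in these data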;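 further: peak over basal fluorescence ratio per well then scaled between controls; 0% = DMSO wells and 100% = acetylcholine at EC100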
M4 antag: antagonists of human muscarinic M4 receptor (CHRM4); inhibition, % at 3 µM; CHO-hM4 cells, ACh EC80, Fluo-8 calcium fluorescence; 360,000 compounds, 0.73% hits;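 active means inhibition above its plate's cutoff, the mean inhibition of sample wells plus 3 SD, cut at about 27% in these data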;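 further: 0% = acetylcholine EC80 with DMSO and 100% = DMSO without agonist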
CHRM1 PAM: positive allosteric modulators of human M1 muscarinic receptor; AID 588819; 360,000 compounds, 0.088% hits; P11229; activation, % at 3 µM; CHO-K1 hM1, Fluo-8 calcium fluorescence, ACh EC20; 0% = ACh EC20, 100% = maximal ACh; in the data active means activation above about 19%, passing the limit was not always enough
CHO-K1 Ca antag: nonselective inhibitor or artifact in parental CHO-K1 cells; inhibition, % at 3 µM; AID 602250; ATP-induced calcium, Fluo-8 fluorescence; 360,000 compounds, 0.6% hits;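 active means inhibition above a per-plate cutoff, the plate's mean sample inhibition plus 3 SD, cut at about 24% in these data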;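 further: 0% = DMSO plus EC80 ATP and 100% = DMSO alone without ATP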
OXTR potentiate: human OXTR potentiation; CHO-OTR cells, Fluo-8 calcium fluorescence, potentiator mode; 0% = oxytocin EC15, 100% = EC100; activation, % at 3 µM; 320,000 compounds, 0.061% hits; AID 2445;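 active means activation above that plate's cutoff, the mean activation of tested compounds plus 3 SD, cut at about 6.6% in these data, passing the limit was not always enough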;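 further: 100% uses oxytocin at 75 nM as the full agonist control; some results filed as inactive read as strong as hits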
Target sequence (P30559 whole entry, looked up): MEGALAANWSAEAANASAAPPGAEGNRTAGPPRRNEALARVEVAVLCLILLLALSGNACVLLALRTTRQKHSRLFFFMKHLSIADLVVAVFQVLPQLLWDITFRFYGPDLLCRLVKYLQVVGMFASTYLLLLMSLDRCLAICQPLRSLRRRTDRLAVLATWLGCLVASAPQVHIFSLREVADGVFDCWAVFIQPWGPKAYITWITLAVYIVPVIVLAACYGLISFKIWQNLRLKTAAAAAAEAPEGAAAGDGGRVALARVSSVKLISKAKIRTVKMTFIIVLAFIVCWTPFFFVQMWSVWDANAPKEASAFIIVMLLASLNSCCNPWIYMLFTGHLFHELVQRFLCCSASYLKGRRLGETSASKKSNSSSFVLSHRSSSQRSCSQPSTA
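Replication – single well per compound, singlicate · Assay system – CHO cell line stably expressing human OTR · Timing – 6 min pre-incubation, 100 s read · Measure – normalized max/min fluorescence ratio, % activation · Doses – 3.0 µM, one dose · Detection – Fluo-8 calcium dye fluorescence · Probe or stimulus – oxytocin near EC15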
* = called active by the depositor; x = not tested or not shown.

SMILES	M1 antag	CHRM1 agonist	M1 ag parental	CHO parental Ca	CHRM4 agonist	M4 antag	CHRM1 PAM	CHO-K1 Ca antag	OXTR potentiate
COc1ccccc1NS(=O)(=O)c1ccc(C(=O)NCC(c2ccco2)N(C)C)cc1 (stereo not drawn)	22	-7	1.8	-15	3	10	-18	-8	-1
O=C(c1ccc(OC2CCN(Cc3ccccc3O)CC2)cc1)N1CCCCC1	-5	-4	1.3	-17	1	-3	3	-22	-4
c1cncc(-c2ccc3[nH]ccc3c2)c1	-4	2	1.1	0	1	10	4	-2	-6
C=CCn1c(NCc2ccc(N(C)C)cc2)nc2ccccc21	-19	-3	-0.6	-25	1	-7	7	8	-8
Cc1ccc(-n2c(Cc3cccs3)nnc2SCC(N)=O)cc1	-3	-3	0.2	-5	0	3	18	-4	1
C=CCn1c(=O)n(CCOC)c(=O)c2sc3ccccc3c21	-9	-5	0.4	-11	2	-9	-1	-3	3
O=C(c1noc2c1CCCC2)N1CCc2c([nH]c3ccccc23)C1c1ccccn1 (stereo not drawn)	-1	-1	0.5	-4	1	7	8	7	-13
Cc1cc(C)nc(SCCC(=O)Nc2ccccc2)n1	1	0	0.3	-11	1	-8	1	0	3
COc1cc(OC)cc(-c2c(C#Cc3ccsc3)c3cc(-c4ccc5c(c4)OCCO5)ccc3n2C)c1	6	-4	0.0	-3	2	1	-3	12	-4
CCOC(=O)c1cc(C)nc(SC)c1C#N	0	-5	-0.9	-10	-1	20	1	4	1
CCOC(=O)C1=C(c2ccc(OC)cc2)OC(N)=C(C#N)C1c1cccnc1 (stereo not drawn)	-8	-4	1.7	-16	1	-2	11	-5	-9
Cc1cc(F)cc(-c2cc(C(=O)NCc3ccccc3)[nH]n2)c1	-13	-2	1.5	x	0	9	6	-5	x
CN(c1ccc(OCC(=O)N2CCCCC2)cc1)S(=O)(=O)c1cccs1	4	-3	1.9	-13	6	3	-1	2	-9
CCc1cccc(CC)c1NC(=O)COC(=O)c1cccc(-c2ccc(OC(C)=O)cc2)c1	-4	-6	0.8	-9	3	7	6	1	-8
Cc1cccc(N2CC(C(=O)Nc3ccccc3N3CCCC3)CC2=O)c1C (stereo not drawn)	-4	-2	1.3	-16	4	-14	2	-10	0
O=c1c2c3c(sc2n2c(=S)[nH]nc2n1-c1ccccc1)CCC3	-23	-1	0.9	-2	0	12	13	2	-7
CC(=O)c1ccc(NC(=O)CSc2nnc(NC(=O)C3CC3)s2)cc1	-12	-1	1.2	-1	1	-3	6	-1	-4
Cc1ccc(CN2CCN(/N=C/c3ccc(O)c(O)c3)CC2)cc1	-20	-4	0.5	-10	1	4	5	-20	-7
Cn1c(=O)c2c(ncn2CC(=O)Nc2ccc(N3CCOCC3)cc2)n(C)c1=O	1	0	-0.2	4	0	2	2	25*	-10
NC(=O)c1c(N)sc(=S)n1CC1CCCO1 (stereo not drawn)	-7	-3	0.2	-3	1	-1	14	-7	-10
CCCOc1cc(C)c(S(=O)(=O)NC2CC(C)(C)NC(C)(C)C2)cc1C	1	-4	0.5	-17	3	-5	2	-16	-9
CC(C)(C)S(=O)N1Cc2cc(C(=O)N3CCOCC3)nc(-c3cccc(Br)c3)c2[C@H]1CCO (stereo partly drawn)	0	-5	0.0	x	-1	-12	4	4	x
C/C(CC(=O)Nc1ccc(OCc2ccccc2)cc1)=N\NC(=O)C(=O)Nc1cccc(C)c1	2	0	2.0	-11	8	-1	1	23	-5
O=C(O)c1ccccc1/C=N/NC(=O)C1CCCC1	-16	4	0.9	x	0	5	12	-14	x
CCCCOc1ccc(SCCCN2CCOCC2)cc1	-2	-8	0.6	x	4	10	-13	-6	x
(cont.)
SMILES	M1 antag	CHRM1 agonist	M1 ag parental	CHO parental Ca	CHRM4 agonist	M4 antag	CHRM1 PAM	CHO-K1 Ca antag	OXTR potentiate
Cc1ccc2[nH]cc(S(=O)(=O)c3ccc(F)cc3)c(=O)c2c1	-10	1	1.5	-10	3	11	15	2	2
O=C(c1cccc(S(=O)(=O)N2CCOCC2)c1)N1CCN(c2ccccc2)CC1	3	1	1.5	-7	2	4	1	-12	-5
CN(CC(=O)Nc1cccc(F)c1)C(=O)c1cccc(S(=O)(=O)N2CCN(Cc3ccccc3)CC2)c1	23	0	9.5	x	17	8	-13	4	x
CC(C)c1ccc(S(=O)(=O)Nc2ccc(-n3cnnn3)cc2)cc1	9	4	3.8	x	8	-4	2	1	x
O=C(c1cnc(Cl)c(Cl)c1)N1CCN(S(=O)(=O)c2ccc(F)cc2)CC1	-10	-5	1.0	-8	4	-5	11	-9	-11
O=C(CN1C(=O)c2ccccc2C1=O)Nc1ccccc1C(=O)N1CCCC1	-7	-5	0.4	-2	1	-9	9	-2	-1
CC(Sc1nnc2ccccn12)C(=O)Nc1ccc2c(c1)OCCO2 (stereo not drawn)	-2	-3	0.4	-16	1	-9	2	-16	1
O=C(NCc1ccco1)c1ccc(N2CCOCC2)c([N+](=O)[O-])c1	1	-4	0.5	-13	1	-7	2	-8	-2
CCCN(CC(=O)Nc1ccccc1C)C(=O)COc1c(C)cccc1C	-7	-1	2.1	-19	8	-12	5	-12	-8
CCCC(=O)C1=C(O)C(C(=O)OC)C(C)(C)CC1=Nc1ccccc1 (stereo not drawn)	5	-6	0.0	-20	0	-5	-3	-6	-6
COc1ccccc1N1CCN(/N=C/c2cc(Br)ccc2F)CC1	-25	1	0.7	-14	-1	-7	20	-9	-11
O=[N+]([O-])c1cccc(COc2cccc(CN3CCCC3)c2)c1	2	-9	1.3	x	2	-3	-6	10	x
COc1ccc(Cl)cc1NS(=O)(=O)c1cc(Br)cnc1N	8	-3	1.0	-7	1	5	-2	-8	-8
CCCCn1c(N)c(N(CCC(C)C)C(=O)c2ccc(C)c(S(=O)(=O)N3CCOCC3)c2)c(=O)[nH]c1=O	-20	-2	1.1	-11	0	-6	15	-10	-3
CC(C)CCNC(=O)c1c(CSc2ccccc2)noc1C(=O)NCc1ccccc1	-21	-1	0.8	-18	3	-16	10	-12	-7
Cc1c(C(=O)OCC(=O)N(CC(C)C)c2c(N)n(Cc3ccccc3)c(=O)[nH]c2=O)oc2ccccc12	-16	1	0.5	x	1	-15	3	-7	x
COc1cccc(NC(=O)c2ccc(-c3ccccc3[N+](=O)[O-])o2)c1	-2	-3	1.6	9	3	-5	6	-4	-9
CCCNC(=O)N1C2=NC(C(=O)OC)=C(C(=O)OC)[C@@H]3N(Cc4ccccc4)c4ccccc4[C@]23C[C@H]1CO	4	0	-0.2	-26	0	7	2	10	1
CCc1cccc(C)c1NC(=O)c1cc(=O)[nH]c2ccc(S(=O)(=O)N3CCOCC3)cc12	-9	-5	0.3	-16	0	-2	10	-6	-6
COCCNC(=O)CN1CCC(NC(=O)C(C)(C)C)CC1	-27	-1	0.2	-4	2	-13	7	-17	-2
Cc1ccccc1NS(=O)(=O)c1cc2c(cc1C)NC(=O)CO2	4	1	3.5	-6	15	0	-4	8	-4
CC(=O)c1ccc2c(c1)Nc1ccccc1S2	6	-1	3.8	10	7	-4	-1	1	-14
Cc1cc(C)nc(SC/C=C/c2ccccc2)n1	-11	-3	0.1	-14	-2	4	5	-8	-11
Cc1cc(S(=O)(=O)Nc2ccc(C(=O)NCC(c3ccco3)N3CCCCC3)cc2)ccc1F (stereo not drawn)	2	-8	0.6	-13	2	6	-5	11	0
OC(CN1CCOCC1)Cn1cnc2ccccc21 (stereo not drawn)	-11	-2	1.1	2	0	-3	7	-9	0
The listing continues:
SMILES	M1 antag	CHRM1 agonist	M1 ag parental	CHO parental Ca	CHRM4 agonist	M4 antag	CHRM1 PAM	CHO-K1 Ca antag	OXTR potentiate
Cc1cccc(C(=O)N2CCC(N3CCC(C(=O)N4CCOCC4)CC3)CC2)c1	-5	4	0.4	1	0	10	1	-8	-1
Cc1nc2nc(SCC(=O)NCCCN3CCCC3)nn2c(C)c1Cc1ccccc1Cl	81*	-12	0.2	-6	1	27*	-37	-10	-5
CC(C)c1ccc(NC(=O)COC(=O)C2CCCCC2)cc1	-7	-5	-0.6	-2	1	-4	9	-14	1
CCCNC(=O)c1cc(C2CCCCN2S(=O)(=O)c2ccc(F)cc2F)on1 (stereo not drawn)	6	-8	-0.3	x	1	-19	-8	1	x
CN(C)CCCNC(=O)c1cccc(-c2ccc3nncn3c2)c1	-18	-7	0.5	x	0	-2	9	-7	x
CC(=O)c1ccc(Nc2nc(C(N)C3CCCCC3)cs2)cc1 (stereo not drawn)	-14	3	2.6	x	8	-7	6	-8	x
COc1ccccc1/C=C/C(=O)N1CCN(S(=O)(=O)c2cc(C)ccc2C)CC1	-12	-4	2.1	-33	4	0	2	-14	-4
COc1cccc(CN2CCN(CC#Cc3ccccc3)CC2CCO)c1 (stereo not drawn)	-8	-6	0.3	x	1	-14	13	-9	x
O=C(CSc1nnc(CNC(=O)c2ccco2)o1)Nc1ccc(F)cc1	-8	0	2.9	-5	1	-4	9	-7	1
COC(=O)c1ccc2c(=O)n(CCCCCC(=O)O)c(=S)[nH]c2c1	-10	-6	0.0	-14	1	-9	4	-2	-9
Cc1cccc(NC(=O)C2C(c3ccccc3)C2(Cl)Cl)c1C (stereo not drawn)	11	-5	1.3	-22	2	-10	-10	-5	-21
O=C(O)CCCC(=O)Nc1ccccc1Oc1ccccc1	-2	2	2.1	-7	0	-2	3	-5	1
O=C(Nc1ccccc1)c1cn(CCBr)cn1	-12	0	0.3	-3	0	0	6	-10	3
C#CCOCCOCCOCCNc1nc(N2CCN(C(=O)[C@H](CCCCN)n3cc([C@@H](N)[C@H](C)CC)nn3)CC2)nc(N2CCN(C(=O)[C@H](CCC(=O)O)n3cc([C@@H](N)CCCCN)nn3)CC2)n1	-12	-4	2.8	-7	0	-12	5	-21	9
COc1ccc(S(=O)(=O)N2CCC[C@H]2C(=O)N2CCC[C@H]2C(=O)N[C@@H](C)c2ccccc2)cc1C	x	x	-0.5	x	-1	-7	x	-10	x
Cc1cc(C)cc(NC(=O)c2ccccc2CC[N+](=O)[O-])c1	-14	-2	0.7	-11	-1	-2	6	-14	-2
CCn1c(=O)n(CC)c2cc(S(=O)(=O)N3CCC(c4ccccc4)CC3)ccc21	-12	-4	1.4	-25	8	3	-2	8	-9
Fc1ccccc1COc1ccc(Br)cc1CNCC1CCCO1 (stereo not drawn)	-10	-5	7.8	-23	8	5	7	-16	-12
Cc1ccc(S(=O)(=O)N(CC(O)CN2CCOCC2)c2cc(Cl)ccc2Cl)cc1 (stereo not drawn)	5	-4	0.2	-22	2	-9	-1	-4	-7

Compound profiles (already shown). Values in the order: M1 antag	CHRM1 agonist	M1 ag parental	CHO parental Ca	CHRM4 agonist	M4 antag	CHRM1 PAM	CHO-K1 Ca antag	OXTR potentiate
Cc1cccc(NC(=O)C2C(c3ccccc3)C2(Cl)Cl)c1C (stereo not drawn) as listed: 11	-5	1.3	-22	2	-10	-10	-5	-21
CC(C)c1ccc(NC(=O)COC(=O)C2CCCCC2)cc1 as listed: -7	-5	-0.6	-2	1	-4	9	-14	1
COC(=O)c1ccc2c(=O)n(CCCCCC(=O)O)c(=S)[nH]c2c1 as listed: -10	-6	0.0	-14	1	-9	4	-2	-9
